Source: PubChem
NPC1 promoter act: activators of NPC1 promoter | Huh7 NPC1 promoter luciferase reporter, 24 h | 320,000 tested, 2.4% active | Potency, µM (series often up to 9.22 µM), inactives show at the highest dose activation, actives largely listed as activators;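 also: % of control where 0% means no effect; nearly all actives have a fitted effect of over 60% in size; reporter is driven by a mutant NPC1 promoter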
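Stable NPC1-promoter luciferase Huh7 line; cpd (DMSO) 24 h, 37 °C, 5% CO2; Amplite luciferase reagent 10 min RT; luminescence readout. qHTS format.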
Gal4-VP16 FLuc: inhibits Gal4-VP16 luciferase reporter, ROR gamma counter-screen. Drosophila S2 Gal4-VP16 UAS-luciferase, luminescence, 20 h. 310,000 tested, 3.5% active. Potency, µM (doses to about 53.6 µM), for inactives: at the highest dose activity, negative = inhibition, actives largely listed as inhibitors. AID 2546;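 also: Gal4-VP16 expression switched on by copper sulfate through the metallothionein promoter; % is scaled to controls: 0 for no effect and ±100 for the full control effect; nearly all actives have a fitted effect of over 50% in size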
BRCA1 expr up: increases BRCA1 expression; Potency, µM (titrated, usually from 46.1 µM), for inactives: at the highest dose activation, actives largely listed as activators; MCF7-BRCA1-FFLuc reporter, luminescence, 48 h; response scale: scaled: vehicle 0%, 10 µM genistein 100%; 380,000 tested, 1.1% active; also: nearly all actives have a fitted effect of over 80% in size; some results filed as inactive show a strong effect at the top dose
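MCF7-BRCA1-FFLuc, 2000 cells/well; 2 h attach, 37 °C/5% CO2; compound 48 h; luciferase substrate 15 min; luminescence end-point. Norm. to genistein 10 microM max activation and DMSO; concentration-response curves fitted.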
ELG1 genotoxic: inducers of genotoxicity in HEK293T ELG1-luciferase cells; Potency, µM (top dose mostly 46 µM), inactives show at the top dose activity change, positive = activation, usual class: activators; HEK293T ELG1-luciferase reporter, luminescence, 16 h; 330,000 tested, 1.3% active; also: % of control where 0% means no effect; nearly all actives have a fitted effect of over 60% in size
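Luminescence read-out: rising ELG1-luciferase signal, reflecting elevated ELG1 protein under genetic stress, flags genotoxic compounds. Cells were treated for 16 hr at 37 °C before ONE-Glo detection.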
Rab9 promoter act: activators of Rab9 promoter. 320,000 tested, 2.8% active. Huh7 Rab9 promoter-luciferase reporter, luminescence, 24 h. Potency, µM (titrated, usually from 9.22 µM), without a hit: at the highest dose activation, negative = inhibition, usual class: activators. AID 485297; also: % of control where 0% means no effect; nearly all actives have a fitted effect of over 60% in size
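Cell-based reporter: Huh7 stable for Rab9 promoter-driven luciferase, plated in reduced-serum medium with 10% FBS at 1500 cells/well, compound-treated 24 h at 37 °C, luminescence read after 10 min reagent.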
FLuc counter: inhibits or activates purified firefly luciferase, miR-21 counter-screen; 360,000 tested, 6.9% active; P08659; AID 588342; purified FLuc, Km substrates, luminescence inhibition; Potency, µM (top dose mostly 57.5 µM), inactives show at the top dose activity change, negative = inhibition, actives largely listed as inhibitors;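 also: plate controls were vehicle for no effect and reference inhibitor for full effect; nearly all actives have a fitted effect of over 55% in size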
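Purified P. pyralis luciferase (10nM final) with 10uM D-luciferin and 10uM ATP (Km levels) in 50mM Tris acetate pH 7.5, 10mM Mg acetate, 0.01% Tween-20, 0.05% BSA; qHTS 6-point titration, ~60 µM downward; luminescence read.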
MBNL1-CUG inh: MBNL1-poly(CUG) RNA binding inhibition; Potency, µM (doses to about 57.5 µM), for inactives: at the top dose activity change, negative = inhibition, hits mostly inhibitors; TR-FRET MBNL1-His/biotin-(CUG)12 binding, 665/545 ratio; AID 2675; 280,000 tested, 0.036% active; Q9NR56; active = well fitted inhibition curve with a large enough effect in the signal ratio, with a control signal flat, not every such curve was filed as active; inconclusive = small, poorly fitted or top-dose-only effect, or effect the other way, or a change in a side signal; inactive = no such curve, though single readings can be large or run the other way; the % refers to the signal ratio; also: % is scaled to controls: 0 for no effect and ±100 for the full control effect
Target sequence (Q9NR56 whole entry, looked up): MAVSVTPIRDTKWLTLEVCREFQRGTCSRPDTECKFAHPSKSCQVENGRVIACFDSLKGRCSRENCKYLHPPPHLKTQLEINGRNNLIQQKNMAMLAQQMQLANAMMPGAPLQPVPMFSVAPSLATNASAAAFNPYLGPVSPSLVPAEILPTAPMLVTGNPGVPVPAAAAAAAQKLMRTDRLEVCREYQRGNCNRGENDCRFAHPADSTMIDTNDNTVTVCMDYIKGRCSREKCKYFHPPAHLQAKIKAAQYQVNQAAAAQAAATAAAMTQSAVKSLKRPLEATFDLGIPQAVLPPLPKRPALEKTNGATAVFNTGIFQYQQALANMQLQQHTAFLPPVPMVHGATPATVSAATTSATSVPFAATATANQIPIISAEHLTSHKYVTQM
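TR-FRET between His-tagged MBNL1 and biotin-(CUG)12 RNA, detected with Tb anti-His antibody (0.055 ng/ul) and streptavidin-XL665 (5 nM), 60 min at room temperature. Compounds titrated 92 nM to 58 uM; 665/545 nm ratio normalized to buffer and complex controls.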
uPA generation: cell surface uPA generation inhibition; cell surface uPA generation assay, qHTS; Potency, µM (series often up to 38.3 µM), for inactives: at the top dose activity change, negative = inhibition, usual class: inhibitors; 330,000 tested, 0.31% active; AID 540303; active = well fitted inhibition curve with a large enough effect; inconclusive = small, poorly fitted or top-dose-only effect; inactive = no such curve, though single readings can be large or run the other way; tested in mouse RAW 264.7 cells; also: % is scaled to controls: 0 for no effect and ±100 for the full control effect; nearly all actives have a fitted effect of over 55% in size
p53 reactivator: re-activators of mutant p53; H1299 p53-A138V BP100-luciferase reporter, luminescence, 24 h; Potency, µM (series often up to 92.2 µM), for the others: at the top dose activity change, positive = activation, usual class: activators; 320,000 tested, 0.063% active; AID 504706; also: % of control where 0% means no effect; nearly all actives have a fitted effect of over 45% in size
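H1299 (p53-null), stable ts p53-A138V + BP100-Luc; 1000 cells/well, Opti-MEM/10% FBS; cpd 4 pt, 1:5; 24 h, 37 deg C, 5% CO2; detection reagent 10 min RT; luminescence.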
RORgamma inh: inhibitors of mouse ROR gamma transcriptional activity; P51450; Drosophila S2 Gal4-RORgamma UAS-luciferase reporter, 20 h; Potency, µM (doses to about 53.6 µM), inactives show at the highest dose activity change, negative = inhibition, hits mostly inhibitors; 310,000 tested, 5.4% active; AID 2551; also: % is scaled to controls: 0 for no effect and ±100 for the full control effect; nearly all actives have a fitted effect of over 60% in size
Target sequence (P51450 whole entry, looked up, the tested form may be a part): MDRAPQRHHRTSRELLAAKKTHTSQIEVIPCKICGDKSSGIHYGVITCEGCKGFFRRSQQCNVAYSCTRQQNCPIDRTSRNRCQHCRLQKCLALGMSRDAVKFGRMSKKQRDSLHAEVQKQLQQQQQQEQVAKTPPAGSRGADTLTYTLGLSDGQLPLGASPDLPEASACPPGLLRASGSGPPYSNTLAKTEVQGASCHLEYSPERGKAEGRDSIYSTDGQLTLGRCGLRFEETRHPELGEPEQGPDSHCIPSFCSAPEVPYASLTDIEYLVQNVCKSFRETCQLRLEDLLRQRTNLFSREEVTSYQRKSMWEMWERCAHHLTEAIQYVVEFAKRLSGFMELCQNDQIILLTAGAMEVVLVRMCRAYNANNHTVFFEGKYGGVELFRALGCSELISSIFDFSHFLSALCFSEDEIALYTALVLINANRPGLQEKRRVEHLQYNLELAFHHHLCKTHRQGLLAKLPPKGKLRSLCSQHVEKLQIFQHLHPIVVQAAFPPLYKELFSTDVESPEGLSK
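Stable Schneider cell line, Gal4 DNA-binding domain fused to ROR gamma, UAS-luciferase. Cmpd 1 hr RT → CuSO4 700 uM final → 20 hr RT → luciferase reagent 10 min → luminescence.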
* marks the source's active call; other numbers are inactive results; ? = inconclusive; · = not tested or not shown; [ ] = remark or other dose. Unless noted, calls follow the shape of the dose curve; as a rule, active = well fitted curve in the direction sought with a large enough effect; inconclusive = small, poorly fitted or top-dose-only effect, or another doubt; inactive = no such curve, though single readings can be large; an effect the other way counts as inactive or inconclusive. Potency is read from the fitted curve at half-maximal effect.

Compound	NPC1 promoter act	Gal4-VP16 FLuc	BRCA1 expr up	ELG1 genotoxic	Rab9 promoter act	FLuc counter	MBNL1-CUG inh	uPA generation	p53 reactivator	RORgamma inh
Brc1cccc(CN2CCCCCC2)c1	-1%	-10%	-7%	-3%	2%	-1%	1%	-4%	·	-4%
O=C(CN1C(=O)c2cccnc2Oc2ccc(Cl)cc21)N1CCOCC1	0%	-5%	0%	1%	0%	2%	8%	-2%	3%	-13%
COc1cccc(N2CCN(C(=O)c3oc4ccccc4c3NC(=O)CCc3cc(OC)no3)CC2)c1	-2%	0%	-17%	-12%	0%	2%	4%	-3%	-4%	-18%
CCN(CC)c1ncnc2scc(C3COc4ccccc4O3)c12 (stereo not drawn)	-3%	-6%	1%	-13%	0%	2%	-6%	11%	-7%	?
O=C(CSc1nnc(-c2cccnc2)n1Cc1ccco1)N1c2ccccc2Sc2ccccc21	-1%	?	-36%	-10%	12%	-8%	5%	·	-5%	13µM*
COc1ccccc1N1CCN(C(=O)COc2ccc(Cl)cc2)CC1	5%	-1%	-39%	-6%	-4%	-1%	-8%	·	-5%	12%
COc1ccc(OCC(=O)Nc2ccncc2)cc1	3%	-7%	0%	-1%	-6%	?	-12%	7%	0%	37%
NC(=O)CC(NC(=O)Cc1cccc2ccccc12)c1ccc(N2CCC(Cc3ccccc3)CC2)c([N+](=O)[O-])c1 (stereo not drawn)	-1%	1%	-22%	-2%	3%	1%	-3%	74%[activator]	13%	-2%
CCN(CC)CCCN=Cc1c(O)n(-c2ccccc2C)c(=O)c2ccccc12	-1%	6%	-17%	0%	-2%	-1%	9%	6%	-5%	-3%
COc1cccc(NC(=O)c2ccc(-c3ccccc3[N+](=O)[O-])o2)c1	14%	26%	?	-4%	22%	?	·	-5%	3%	?
CCn1c(Cn2nnc(-c3ccccc3)n2)nnc1SCC(=O)Nc1ccc(C(C)=O)cc1	?	2%	?	14%	24%	19µM*	1%	2%	7%	20%
COCc1cc(C)nc(OCC(=O)N/N=C\c2cc(C)n(-c3cccc(C(F)(F)F)c3)c2C)c1C#N	-1%	-4%	-22%	0%	4%	2%	-20%	6%	-2%	?
COc1ccc(Cn2c3nc4ccccc4nc3c3c(=O)n(Cc4ccco4)cnc32)cc1	1%	?	·	-5%	0%	-16%	14%	·	-3%	10µM*
COc1ccc(C)cc1S(=O)(=O)Nc1ccc2c(c1)N(C(C)=O)CCC2	-4%	·	-18%	-3%	-16%	-1%	·	-4%	-3%	·
Cc1ccc(OCCNC(=O)C2CCCCC2)cc1	-3%	-2%	0%	5%	-5%	2%	-3%	3%	1%	21%
CC1CN(C(=O)c2ccccc2OCc2ccccc2Cl)CC(C)O1 (stereo not drawn)	2%	·	3%	0%	-7%	-1%	·	-4%	0%	·
CCOc1ccccc1NC(=O)CSc1nnnn1Cc1ccccc1	-5%	9%	-35%	-1%	-2%[1.84 µM]	-3%	-1%	3%	-25%	3%
COc1ccc(C(CC(=O)N2CCCCC2)NC(=O)C(F)(F)F)cc1 (stereo not drawn)	-6%	14%	33%	0%	-4%	-3%	-8%	-1%	0%	-15%
CCCCC(=O)N(Cc1ccc2c(c1)OCO2)Cc1nc2ccccc2c(=O)[nH]1	-4%	-22%	-3%	-2%	0%	4%	-5%	-1%	-2%	11µM*
CCOC(=O)N1CCN(c2c(-c3ccc(C)c(C)c3)c(=O)c2=O)CC1	2%	8%	-5%	11%	-3%	2%	?	2%	9%	27%
COc1ccc(N2CCN(S(=O)(=O)Cc3ccccc3)CC2)cc1	-4%	-4%	-7%	1%	-3%	0%	-2%	·	-1%	4%
O=C(CN(CC1CCCO1)C(=O)CNS(=O)(=O)c1ccc(Cl)cc1)NCc1ccc(F)cc1 (stereo not drawn)	1%	-7%	-8%	-11%	-1%	0%	-4%	1%	0%	2%
C=CCn1c(COc2cccc(C)c2)nnc1SCn1nnc2ccccc2c1=O	0%	-8%	29%	-1%	-2%	?	?	8%	10%	16%
COCCNC(=O)c1cc(-c2cccc(OC)c2)on1	3.5µM*	-12%	?	?	3.2µM*	12µM*	-6%	-25%	14%	-21%
C=CCn1c(SC(C)C(=O)Nc2ccc(F)c(F)c2F)nnc1C1CC1 (stereo not drawn)	-3%	·	-11%	0%	1%	1%	·	0%	-9%	·
Cc1cccc(NC(=S)NCCC(c2ccccc2)c2ccccc2)c1	1%	7.1µM*	-37%	-7%	-5%	-1%	·	0%	4%	4µM*
COc1ccc(C(c2nnnn2C(C)(C)C)N2CCN(c3nc4ccccc4s3)CC2)cc1 (stereo not drawn)	-2%	?	-18%	-10%	3%	1%	0%	-4%	?	?
CCCCCCCC(=O)NNC(=O)c1c(O)c2ccccc2[nH]c1=O	-4%	-3%	7%	1%	-2%	4%	5%	7%	-4%	-7%
COc1cc(C2c3c(oc4ccccc4c3=O)C(=O)N2Cc2ccncc2)ccc1O (stereo not drawn)	3%	-1%	-24%	-6%	-4%	1%	0%	2%	-2%	27%
CCCCN(C(=O)CSc1nn(-c2ccc(F)cc2)c(=S)s1)c1c(N)n(CCCC)c(=O)[nH]c1=O	6%	·	-53%	1%	-5%	1%	·	2%	3%	·
Cc1ccc(N(CC(O)Cn2c3ccccc3c3ccccc32)S(C)(=O)=O)c(C)c1 (stereo not drawn)	-7%	?	-49%	-7%	3%	1%	-3%	·	-32%[inhibitor]	-3%
COc1cc(OC)c(C(=O)OCC(=O)N(Cc2ccccc2)C(C)(C)C)cc1OC	0%	0%	-16%	-8%	-3%	3%	-4%	1%	-4%	0%
CCOC(=O)CON1C(=O)C(=O)N(OCC(=O)OCC)[C@H]2CCCC[C@H]21	0%	-6%	-15%	-1%	6%	-1%	-4%	-1%	3%	-5%
O=C(Nc1nncs1)C12CC3CC(CC(Cl)(C3)C1)C2	1%	1%	-2%	-2%	1%	0%	-4%	1%	-12%	-20%
O=C(c1ccco1)N1CCN(C(=O)C2CC(=O)N(c3ccccc3)C2)CC1 (stereo not drawn)	-3%	-2%	-2%	-8%	-2%	3%	-6%	0%	-7%	5%
O=C(/C=C/c1ccco1)Nc1cccc(-c2nc3ccccc3[nH]2)c1	?	12%	34%	0%	?	7.6µM*	?	-6%	?	23%
CC(C1CC1)N(C(=O)c1ccccc1[N+](=O)[O-])c1ccccc1 (stereo not drawn)	-1%	-9%	2%	-10%	-5%	-1%	?	6%	-2%	-9%
CC(NC(=O)CCCOc1ccc(Cl)cc1)c1ccccc1 (stereo not drawn)	2%	-3%	-8%	-1%	0%	4%	-7%	-3%	-13%	-22%
CC1Cc2ccccc2N1C(=O)CSc1nc2ccccc2n1CC(=O)N1CCOCC1 (stereo not drawn)	-1%	·	1%	2%	-1%	0%	-3%	11%	-15%	13%[0.365 µM]
CCC(=O)Nc1ccc(NC(=O)CSc2nnnn2-c2cccnc2)cc1C	1%	-2%	30%	1%	3%	4%	2%	3%	-3%	11%
O=C(O)C(Cc1ccccc1)n1c(=S)[nH]c2ccccc2c1=O (stereo not drawn)	0%	-10%	-37%	1%	0%	?	-6%	-16%	-1%	-14%
CCn1c(SCC(=O)N2CCN(C)CC2)nc2c1c(=O)n(C)c(=O)n2C	-4%	4%	20%	-1%	1%	2%	0%	4%	-6%	-11%
COc1ccc(CN(C)S(=O)(=O)c2nnc(NC(=O)c3cccc(F)c3)s2)cc1OC	-3%	4%	1%	-1%[9.26 µM]	-3%	2%	13%	-9%	0%	9%
COc1ccc(/C=C(/C#N)C(=O)NC2CCCCC2)cc1Br	-3%	-2%	-19%	1%	0%	-13%	-2%	1%	2%	-12%
CCN(CC(=O)N1CCOCC1)S(=O)(=O)c1ccc2ccccc2c1	1%	5%	6%	-1%	3%	-1%	14%	14%	15%	4%
Cc1ccc2nc(C)cc(SCC(=O)N/N=C/c3ccco3)c2c1	-9%	-1%	-2%	-7%	-6%	3%	?	-7%	-38%[inhibitor]	2%
O=C(COc1ccc(Br)cc1Cl)NCCCN1CCOCC1	-3%	0%	-18%	4%	-7%	3%	-4%	0%	-5%	12%
Cc1ccc(-n2nc3c(=O)n(CC(=O)NCCc4cccs4)nc(C)c3c2C)cc1	-4%	-4%	-23%	-8%	-5%	-2%	3%	-2%	3%	18%
CCCCN(C(=O)CN1C(=O)C2CC=CCC2C1=O)c1c(N)n(CCC)c(=O)[nH]c1=O (stereo not drawn)	-4%	-1%	5%[1.84 µM]	1%	-3%	4%	-4%	2%	4%	-27%
Cc1ccc2nc3c(cc(C(=O)NCC4CCCO4)c(=N)n3C3CCCC3)c(=O)n2c1 (stereo not drawn)	?	5%	-30%	1%	-2%	0%	?	-11%	3%	31%
